Assay outcomes (PubChem)
PP1 inh – counter-screen for PP5 inhibitors: inhibitors of human PP1-alpha; inhibition, % at 6.7 µM; AID 2235; purified PP1alpha, OMFP fluorescence; actives 0.9% (n = 320,000);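 active = inhibition above the mean inhibition of all tested compounds plus 3 SD, computed separately for each screening campaign, cut at about 15% in these data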
Target sequence (P62136 whole entry, looked up): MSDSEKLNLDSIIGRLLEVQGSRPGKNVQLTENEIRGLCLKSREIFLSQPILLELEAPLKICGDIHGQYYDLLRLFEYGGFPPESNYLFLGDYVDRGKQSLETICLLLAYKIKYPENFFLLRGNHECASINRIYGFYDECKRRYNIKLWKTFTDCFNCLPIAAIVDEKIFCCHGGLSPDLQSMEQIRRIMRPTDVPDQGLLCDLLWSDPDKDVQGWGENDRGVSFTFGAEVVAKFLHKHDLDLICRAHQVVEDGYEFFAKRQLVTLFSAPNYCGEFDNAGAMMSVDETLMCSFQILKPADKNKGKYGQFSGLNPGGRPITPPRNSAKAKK
TPT1 inhibitor – C. albicans TPT1 enzyme inhibition | inhibition, % at 5 µM | recombinant caTPT1, FP RNA substrate dephosphorylation | AID 1962 | actives 0.81% (n = 300,000);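 active = inhibition above the mean of all tested compounds plus 3 SD, set per screening campaign, cut at about 24% in these data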;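 also: plate controls were DMSO alone for no effect and ferristatin control at 100 nM for full effect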
Fh CTSL1 inh – cathepsin L1 inhibition, PFM18AAP counter-screen; actives 0.49% (n = 300,000); inhibition, % at 5.96 µM; recombinant F. hepatica cathepsin L1, Z-Leu-Arg-MCA fluorescence; AID 1906;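 active = inhibition above the mean of all tested compounds plus 3 SD, set per screening campaign, cut at about 17% in these data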;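 also: 0% = plate median of test compound wells and 100% = 1 µM Z-Phe-Ala-diazomethylketone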
proCasp3 act – activators of human procaspase-3; P42574; recombinant procaspase-3 D3A, Ac-DEVD-pNA absorbance 405 nm; activation, % at 8.5 µM; actives 0.11% (n = 330,000);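 active = activation above the mean of all tested compounds plus 3 SD, cut at about 21% in these data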;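 also: 0% = DMSO alone and 100% = DMSO wells spiked with extra 5 µM PC-3 D3A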
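Assay system – Procaspase-3 D3A mutant, all three cleavage aspartates alanine · Controls – DMSO-only low control, 5 µM PC-3 D3A high control · Schedule – 1 h compound preincubation, 2 h substrate hydrolysis at 25 °C · Signal – 405 nm absorbance of p-nitroaniline, reads at 0 and 120 min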
HCV core dimer – blocks dimerization of HCV core protein; TR-FRET GST/Flag-core106 dimerization, 1536-well; actives 0.33% (n = 300,000); AID 1899; inhibition, % at 5 µM;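 active = inhibition above the mean of all tested compounds plus 3 SD, set per screening campaign, cut at about 45% in these data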
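System: GST/Flag-tagged HCV core106 proteins. Incubation: compound-protein-antibody incubation 4 h at 22.5 °C. Technique: HTRF with 340 nm excitation, 617/671 nm emission. Medium: KF-containing HEPES buffer, pH 7.45, DTT, CHAPS, BSA. Read-out: inhibition (%) from 671 over 617 nm ratio. Also added: Eu(K)-anti-GST 90 ng/mL plus XL665-anti-Flag 1 µg/mL.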
PP5 primary – PP5 (human) phosphatase inhibition; P53041; purified PP5c, OMFP substrate fluorescence; inhibition, % at 6.7 µM; actives 0.18% (n = 320,000); AID 1987;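 active = inhibition above the campaign's mean inhibition across all tested compounds plus 3 SD, cut at about 9.5% in these data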;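 also: 0% = DMSO only and 100% = 100 µM cantharidin control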
Target sequence (P53041 whole entry, looked up): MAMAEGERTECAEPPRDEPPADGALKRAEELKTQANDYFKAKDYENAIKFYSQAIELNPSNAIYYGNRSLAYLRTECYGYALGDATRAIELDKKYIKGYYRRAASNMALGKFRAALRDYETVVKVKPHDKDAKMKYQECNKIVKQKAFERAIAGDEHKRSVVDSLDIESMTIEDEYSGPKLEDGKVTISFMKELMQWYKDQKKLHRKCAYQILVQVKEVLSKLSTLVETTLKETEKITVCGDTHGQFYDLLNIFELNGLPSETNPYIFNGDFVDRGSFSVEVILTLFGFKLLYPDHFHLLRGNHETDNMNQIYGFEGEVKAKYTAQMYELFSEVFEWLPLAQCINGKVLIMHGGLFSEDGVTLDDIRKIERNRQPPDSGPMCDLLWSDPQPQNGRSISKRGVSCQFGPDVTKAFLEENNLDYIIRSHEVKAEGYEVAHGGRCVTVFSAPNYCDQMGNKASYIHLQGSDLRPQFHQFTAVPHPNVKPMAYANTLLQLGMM
procasp7 counter – counter-screen for procaspase-3 activators: activators of human procaspase-7; AID 463210; activation, % at 8.5 µM; recombinant procaspase-7, Ac-DEVD-pNA absorbance 405 nm; D23A/D198A/D206A triple mutant, cannot self-cleave; scale: DMSO 0, 5 µM enzyme 100; actives 0.093% (n = 330,000);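 active = percent activation above the screen-wide mean plus 3 SD, cut at about 25% in these data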
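buffer or medium = Zinc-free HEPES/NaCl buffer, pH 7.4 | material = Procaspase-7 triple mutant (PC-7 D3A) | input = 2 µM procaspase-7 mutant as dispensed | signal = Epi-absorbance of released pNA at 405 nm, two timepoints | timing = 1 h preincubation, 2 h reaction | replicates = singlicate compound testing | evaluation = % activation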
PAFAH2 FP inh – inhibitors of human PAFAH2; Q99487; recombinant PAFAH2, FP-rhodamine activity probe, fluorescence polarization; inhibition, % at 3.39 µM; actives 0.99% (n = 340,000); AID 492956;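 active = inhibition above the mean over all tested compounds plus 3 SD, cut at about 30% in these data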;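 also: inhibitors block probe labeling of enzyme so polarization drops; 0% = enzyme with DMSO and 100% = wells lacking PAFAH2 protein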
AHR act – activators of human aryl hydrocarbon receptor; AHR-responsive luciferase reporter cells, luminescence; actives 2.5% (n = 320,000); P35869; activation, % at 5 µM; in the data active = activation above about 47%;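 also: 0% = vehicle wells and 100% = reference agonist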
* = called active by the depositor; . = not tested or not shown.

SMILES	PP1 inh	TPT1 inhibitor	Fh CTSL1 inh	proCasp3 act	HCV core dimer	PP5 primary	procasp7 counter	PAFAH2 FP inh	AHR act
CC1c2cc3c(cc2CCN1C(=O)c1ccc(Cl)cc1)OCCCO3 (configuration not stated)	-3	1	1	6	5	1.0	0	0	4
CC(C)C(OC(=O)c1ccco1)C(=O)NCc1cccs1 (configuration not stated)	0	-2	-38	0	-4	2.1	0	-4	-2
O=C(CCn1nnc2ccccc21)Nc1nnc(Cc2ccccc2)s1	4	4	-2	4	6	1.9	8	14	3
COC(=O)c1cn(CC(=O)NC2CCCCCC2)c2ccccc12	-1	3	0	4	1	0.4	3	-14	-1
C=CC[C@@H](CC(=O)N(CCO)Cc1ccccc1)C(=O)N[C@@H](COC(=O)[C@@H](CC=C)Cc1ccc(F)cc1)Cc1c[nH]c2ccccc12	.	.	.	1	.	.	1	-4	1
CC(C)C(=O)O/N=C1\CCS(=O)(=O)c2sccc21	-3	-10	-9	8	-4	-1.3	4	21	5
Cc1ccc(CN2CCN(C(=O)CC(C)C)CC2)cc1	-8	0	-6	6	-9	2.6	-4	-2	1
COc1ccc(C2=NN(C(=O)CCC(=O)O)C(c3cccs3)C2)cc1 (configuration not stated)	9	0	2	8	-2	1.4	-1	-2	1
CCCn1nnnc1NCc1cccc(Cl)c1	-5	-3	2	-6	-12	-0.6	-11	5	3
CCC(=O)Nc1cc(C(=O)O)ccc1Sc1ccccc1	17*	-2	2	-4	1	-2.1	5	1	2

Whole records as entered above.
CC(C)C(=O)O/N=C1\CCS(=O)(=O)c2sccc21 as listed: PP1 inh = -3; TPT1 inhibitor = -10; Fh CTSL1 inh = -9; proCasp3 act = 8; HCV core dimer = -4; PP5 primary = -1.3; procasp7 counter = 4; PAFAH2 FP inh = 21; AHR act = 5
CC1c2cc3c(cc2CCN1C(=O)c1ccc(Cl)cc1)OCCCO3 (configuration not stated) as listed: PP1 inh = -3; TPT1 inhibitor = 1; Fh CTSL1 inh = 1; proCasp3 act = 6; HCV core dimer = 5; PP5 primary = 1.0; procasp7 counter = 0; PAFAH2 FP inh = 0; AHR act = 4

The main list resumes; the 3 compounds before the break are reprinted first.
SMILES	PP1 inh	TPT1 inhibitor	Fh CTSL1 inh	proCasp3 act	HCV core dimer	PP5 primary	procasp7 counter	PAFAH2 FP inh	AHR act
COc1ccc(C2=NN(C(=O)CCC(=O)O)C(c3cccs3)C2)cc1 (configuration not stated)	9	0	2	8	-2	1.4	-1	-2	1
CCCn1nnnc1NCc1cccc(Cl)c1	-5	-3	2	-6	-12	-0.6	-11	5	3
CCC(=O)Nc1cc(C(=O)O)ccc1Sc1ccccc1	17*	-2	2	-4	1	-2.1	5	1	2
Cc1cc(Nc2ccccc2)n(-c2nc3ccccc3[nH]2)n1	2	-4	-4	6	-1	3.0	9	1	25
CCOC(=O)C1=C(C)NC(=O)C1(NC(=O)c1cccnc1)C(F)(F)F (configuration not stated)	0	0	-2	5	1	1.0	-1	9	0
O=C(NCCCN1CCN(c2cccc(Cl)c2)CC1)c1nc(-c2ccncc2)no1	0	-3	-2	-3	0	2.2	-4	-3	6
C/C(=N\Nc1nc(N)cc(Cl)n1)c1ccc(F)cc1	-1	-1	-2	11	1	-1.4	3	-2	21
OCCC1CN(Cc2cc(F)ccc2-n2cccn2)CCN1Cc1ccc(F)cc1 (configuration not stated)	-2	0	1	-3	2	0.5	5	-10	4
COc1ccc(CNC(=O)c2cc3ccccc3o2)cc1OC	1	-1	1	4	-6	-0.2	-5	-2	4
c1ccc(-c2nnc3ccc(N4CCCC4)nn23)cc1	5	0	1	10	-3	-0.3	1	-2	-6
COC(=O)C1(Cc2cc(-c3cccnc3)no2)CCN(C(=O)OC(C)(C)C)CC1	-1	-1	-1	5	11	2.3	-2	5	1
COC(=O)CCC(=O)N(CCN(C(=O)CCC(=O)OC)c1ccccc1)c1ccccc1	-4	-1	0	1	1	1.7	-6	.	-1
Cc1c(C(=O)Nc2nc3ccccc3[nH]2)cccc1[N+](=O)[O-]	0	-3	1	7	-7	0.1	0	-1	60*
COc1ccccc1N1CCN(C(=O)c2cc(-c3ccc(Cl)cc3)on2)CC1	0	1	1	5	1	0.0	-3	-4	4
NS(=O)(=O)c1ccc(CCn2c(=S)[nH]c3ccc(F)cc3c2=O)cc1	3	1	-1	6	5	-1.9	5	-1	-2
CCCS(=O)(=O)N1CCCC(C(=O)NCCc2ccc(OC)c(OC)c2)C1 (configuration not stated)	-6	-1	-2	1	-1	-0.5	6	-3	0
CC(=O)Nc1ccc(OCC(O)Cn2nc(C)c(C)c2C)cc1 (configuration not stated)	-2	1	-1	-5	-2	-0.6	-4	13	0
COc1ccccc1CNS(=O)(=O)c1ccc2c(c1)CC(=O)N2C	-2	4	0	-1	5	1.0	5	8	-1
Cc1cc(C)c2cc(CN(CCO)C(=O)Nc3ccc(Cl)cc3)c(=O)[nH]c2c1	-5	-1	1	-1	4	1.2	8	.	5
CCN(CC)S(=O)(=O)c1ccc(Oc2cccc(C(C)=O)c2)nc1	-1	0	-2	2	-7	1.4	6	3	0
COc1ccc(C2CC(c3ccccc3C)n3nc(N)nc3N2)cc1 (configuration not stated)	0	-2	-4	6	0	0.9	2	-2	3
Cc1c(C(=O)NCc2cccnc2)oc2ccc(S(=O)(=O)N3CCCC(C)C3)cc12 (configuration not stated)	5	-5	-3	-5	-1	5.1	13	-6	4
COC(=O)c1ccc(/C=N/Nc2nc(C)c(C)s2)cc1	1	10	1	-1	-6	-0.1	-8	-2	5

4 of the entries above in order of their number in HCV core dimer, high to low:
| SMILES | TPT1 inhibitor | proCasp3 act | HCV core dimer | PP5 primary | PAFAH2 FP inh | AHR act |
| --- | --- | --- | --- | --- | --- | --- |
| COC(=O)C1(Cc2cc(-c3cccnc3)no2)CCN(C(=O)OC(C)(C)C)CC1 | -1 | 5 | 11 | 2.3 | 5 | 1 |
| CC1c2cc3c(cc2CCN1C(=O)c1ccc(Cl)cc1)OCCCO3 (configuration not stated) | 1 | 6 | 5 | 1.0 | 0 | 4 |
| Cc1cc(C)c2cc(CN(CCO)C(=O)Nc3ccc(Cl)cc3)c(=O)[nH]c2c1 | -1 | -1 | 4 | 1.2 | . | 5 |
| CCN(CC)S(=O)(=O)c1ccc(Oc2cccc(C(C)=O)c2)nc1 | 0 | 2 | -7 | 1.4 | 3 | 0 |

Records above marked active in AHR act:
SMILES,TPT1 inhibitor,proCasp3 act,HCV core dimer,PP5 primary,PAFAH2 FP inh,AHR act
Cc1c(C(=O)Nc2nc3ccccc3[nH]2)cccc1[N+](=O)[O-],-3,7,-7,0.1,-1,60*

Later entries
SMILES	PP1 inh	TPT1 inhibitor	Fh CTSL1 inh	proCasp3 act	HCV core dimer	PP5 primary	procasp7 counter	PAFAH2 FP inh	AHR act
O=C1CC(Cc2ccccc2)C(=O)N1CCc1ccc2c(c1)OCO2 (configuration not stated)	2	2	-1	-4	-3	1.0	4	3	10
Cc1cc(C)c(-c2cc(NC(=O)COC(=O)c3ccc(NC(=O)CC#N)cc3)n(-c3ccccc3)n2)cc1C	5	2	5	0	16	1.3	1	-30	26
CC(=O)N1N=C(c2cccc([N+](=O)[O-])c2)OC1(C)CC(=O)Nc1ccccc1 (configuration not stated)	-1	-3	3	0	-12	-1.6	12	-3	2
C=CCSc1ncccc1C(=O)NCCc1ccc(Cl)cc1	-3	-3	0	-5	2	0.4	-8	-6	24
NS(=O)(=O)c1ccc(CCNC(=O)C(=O)c2cn(CC(=O)N3CCOCC3)c3ccccc23)cc1	-4	-4	1	4	-6	2.6	-2	4	6
O=C(CSc1ncn[nH]1)Nc1ncc(C(F)(F)F)cc1Cl	-5	0	2	5	2	-1.5	12	1	0
Cc1ccc(C)c(S(=O)(=O)N2CCN(CC(=O)NC(=O)NCc3ccccc3)CC2)c1	2	0	3	0	9	-2.1	8	0	3
CCCCN(CC)CCNC(=O)c1cc2c(=O)[nH]c3ccccc3c2n1C	-1	1	2	2	-3	-1.7	9	-1	2
COc1cc(/C=C/C(=O)O)cc(S(=O)(=O)N(C)CCO)c1OC	-2	-2	-2	0	-7	1.6	0	-4	0
O=C(CCN1CCN(Cc2ccccc2)CC1)Nc1cccc(Br)c1	-1	-5	-5	12	-4	0.7	-2	-9	1
COC(=O)c1ccc(-c2ccc(Cl)cc2)nc1C	8	0	-4	-6	-2	-2.1	-9	3	-5
CC1CCC(C(C)C)C(OCC(O)CN2CCN(Cc3ccccc3)CC2)C1 (configuration not stated)	1	2	0	-4	3	4.8	5	6	3
Cc1ccc(C2=NN(CCC(=O)NCCC(C)C)C(=O)CC2)cc1	-1	0	-3	-1	-2	-0.6	-1	.	6
Cc1nc(NC(=O)c2c(-c3ccccc3Cl)noc2C)sc1C	-3	1	0	-7	-1	1.7	1	1	7
CC(C)CC(=O)O/N=C1\C(=O)N(Cc2ccc(Cl)cc2)c2ccc([N+](=O)[O-])cc21	17*	-2	4	1	-1	2.5	5	.	-2
CCCCN(C(=O)CSc1c(C)c(C)cc(C)c1C)c1c(N)n(CCC)c(=O)[nH]c1=O	0	.	.	5	.	0.5	-2	-1	-1
O=C(Nc1n[nH]c(C2CCCCC2)n1)C1CCCCC1	-2	-3	-4	12	-5	-0.9	3	0	2
O=C(OCc1nc2ccsc2c(=O)[nH]1)c1ccccc1	-1	-2	2	7	0	-0.6	-4	1	4
O=C(c1ccc(S(=O)(=O)N2CCCCCC2)cc1)N(c1ccccn1)C1CCCCC1	0	-3	0	-5	3	0.7	7	2	0
O=C(Nc1cccc(S(=O)(=O)N2CCOCC2)c1)c1cc2ccccc2o1	-2	-3	-3	-1	1	3.3	6	1	15
COc1ccc(-c2cc(C)no2)cc1S(=O)(=O)NCc1cccc(C)c1	-2	1	-2	10	-2	-1.9	2	7	5
CN(c1ccc(C(=O)NCc2ccc3c(c2)OCO3)cc1)S(=O)(=O)c1ccccc1	0	2	-3	-1	5	4.8	-13	-2	-2
Cc1ccc(NCc2nnc3n2CCCCC3)cc1	0	3	1	11	-2	1.4	8	6	4
COc1ccc(-c2nc(N)n(C(=O)c3ccco3)n2)cc1	-4	4	-4	5	3	2.8	-2	-1	-2
CCCCNC(=S)NNC(=O)c1nn(C)cc1Cl	-1	-2	1	9	-5	0.9	0	-1	-4
COc1ccc(OC)c(C(=O)c2ccccn2)c1	1	0	7	5	3	1.1	6	1	0
